# Assay outcomes deposited in PubChem by National Center for Advancing Translational Sciences (NCATS).
# S3 lipid droplet – qHTS Assay for Lipid Storage Modulators in Drosophila S3 Cells | Drosophila S3 cells, BODIPY lipid droplet fluorescence, 18-24 h; cells fed with added oleic acid | lipid storage change, negative = inhibition, % at the top dose, mostly 46.1 µM; hits show Potency in µM | 320,000 compounds, 0.64% hits; active = well fitted inhibition curve with a large enough effect in the signal ratio, with a control signal flat, not every such curve was filed as active; inconclusive = small, poorly fitted or top-dose-only effect, or effect the other way, or a change in a side signal; the % refers to the signal ratio
#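 Laser-scanning cytometry quantifies lipid droplet accumulation (500–530 nm total intensity; droplet/cell object ratio) in oleic acid-fed (400 uM added) Drosophila S3 cells treated with a concentration series. 20 uM Triacsin C defined 100% inhibition.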
# S3 lipid droplet cell count max – recorded beside S3 lipid droplet, whose call it bears; cell number change, %; measured here: cell count max response;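 cells counted by Cell Tracker Red CMTPX staining in the red channel; peak over a dose series mostly up to 46.1 µM; percent activity relative to internal control wells on each plate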
# Numbers without * were called inactive; i = inactive; ? = inconclusive; . = not tested or not shown; [ ] = another dose, or the depositor's remark. % is scaled to controls: 0 for no effect and ±100 for the full control effect; potency is read from the fitted curve at half-maximal effect.
SMILES	S3 lipid droplet	S3 lipid droplet cell count max
Cc1cc(C)c(NC(=O)C2CCCN2CCC(C)C)c(C)c1 (stereo not given)	?	.
Cc1cn(COC/C=C/c2ccccc2)c(=O)[nH]c1=O	?	.
COc1ccc(C)cc1Nc1nnc(C)c(=O)[nH]1	13.2%	7.2
O=C(COc1ccccc1Cl)NNC(=O)Cn1[nH]c(=O)c2ccccc2c1=O	?	.
COc1ccc(C(=O)NCCOC(C)C)cc1OC1CCN(C(C)=O)CC1	14.9%	0.8
COc1cccc(-c2nc(CS(=O)CC(=O)NCCc3ccccc3)c(C)o2)c1 (stereo not given)	?	.
COCCc1nnc(NC(=O)Cc2ccccc2)s1	?	.
CCSc1nnc(Cn2c(=O)sc3ccccc32)n1-c1ccc(OC)cc1	8.9%	1.3
Cc1oc(-c2ccc3c(c2)OCCO3)cc1C(=O)NCC(=O)O	?	.
COC(=O)CSc1nnc(-c2cccnc2)n1C	?	.
Cc1cc(C)c(C#N)c(SCCN2CCCCC2)n1	i	-24.3
CN(C)c1ccc(C(=O)NCc2ccc3c(c2)CCO3)cc1	-4.3%	3.4
Cc1cc(C)nc(/N=C2\NC(=O)CC(C(=O)O)N2CCc2c[nH]c3ccccc23)n1 (stereo not given)	-3.7%	11.4
Cc1cccc(C)c1NC(=O)CN(c1ccccn1)S(=O)(=O)c1ccc(F)cc1	?	.
CC(=O)c1cccc(N(C(=O)c2ccco2)C(C(=O)NC2CCCC2)c2ccc(N3CCOCC3)cc2)c1 (stereo not given)	-16.3%	-15.8
Cc1c(C(=O)Nc2ccc(F)cc2)sc2ncn(CC(=O)N3CCCCC3)c(=O)c12	?	.
O=S(=O)(c1ccc(C(F)(F)F)cc1)N1CCN(CCOc2ccccc2)CC1	?	.
COc1cccc(-c2cc(C(=O)N3CCN(c4ccc(F)cc4)CC3)no2)c1	4.4%	0.8
Cc1ccc(S(=O)(=O)C2(C(=O)N3CCCC(C)C3)CC2)cc1 (stereo not given)	-11.2%	5.9
COC(=O)c1ccc(NC(=O)CCn2cccc2)cc1	?	.
COc1cccc(C(=O)c2cn(CC(=O)NCc3ccco3)c3nc(C)ccc3c2=O)c1	?	.
O=C(OCCN1C(=O)c2cccc3c(N4CCOCC4)ccc(c23)C1=O)c1cccc(Cl)c1	?	.
COc1ccc(F)cc1C(=O)C1CCCN(Cc2c(C)n(C)n(-c3ccccc3)c2=O)C1 (stereo not given)	?	.
Cc1cc(Br)c2[nH]cc(CCNC(=O)c3ccco3)c2c1	-21.1%	1.2
CC1(C)Cc2c(c(N3CCOCC3)nc3sc(C(N)=O)c(N)c23)CO1	?	.
Cc1ccc(Oc2cc(NC(=O)CCCn3nc([N+](=O)[O-])c(Cl)c3C)cc([N+](=O)[O-])c2)cc1	12.9%	-8.9
CCOc1ccc(N(C(=O)c2snc(C(N)=O)c2N)C(CC)C(=O)NC2CCCC2)cc1 (stereo not given)	?	.
COc1ccc(OCc2cc(C(=O)N3CCSCC3)no2)c(Cl)c1	i[0.369 µM]	-20.9
COc1ccccc1CNC(=O)C1CCN(C(=O)NC2CCCCC2)CC1	-16.8%	1.5
CNC(=O)C1CC(=O)N(CCc2ccc(OC)c(OC)c2)C(=Nc2ccc(F)cc2)S1 (stereo not given)	3.6%	-1.7
CCCCNC(=S)NCc1ccc2c(c1)cc(C)n2C	24.2%	8.4
CC(C)OC(=O)c1nn2c(C(F)(F)F)cc(-c3ccco3)nc2c1Cl	-0.6%	-15.8
COc1ccccc1C(=O)NNC(=O)C(=O)NCc1ccccc1	?	.
COc1cc(/C=C\C(=O)Nc2cc(=O)n(C)c(=O)n2C)cc(OC)c1OC	?	.
CC(C)c1ccc(OCc2ccc(C(=O)O)o2)cc1	?	.
CN(Cc1ccccc1)C1CCCN(C(=O)c2ccc(Cl)s2)C1 (stereo not given)	47.9%	-12.4
COc1cc(NC(=O)c2cccs2)c(OC)cc1NC(=O)CCC(=O)Nc1cccc2ncccc12	-7.0%	0.6
COc1ccc(NC(=S)NCc2cccs2)cc1OC	?	.
Cc1ccc(NC(=O)COC(=O)Cn2c(C)csc2=O)cc1	?	.
O=C(c1ccc(-n2cncn2)c([N+](=O)[O-])c1)N1CCN(c2cccc(Cl)c2)CC1	-19.8%	25.4
CCOC(=O)c1sc(NC(=O)c2cccs2)cc1C	i	9.8
O=C(c1ccc2c(c1)N(Cc1ccccc1)CCS2)N1CCCCC1	i	.
C=CCn1c(C)nnc1SCC(=O)Nc1oc(C)c2c(C)n[nH]c(=O)c12	?	.
COc1cccc(NC(=O)CC(c2ccc(OC(C)C)cc2)c2ccccc2OC)c1 (stereo not given)	?	.
Cc1noc(COc2ccccc2OCc2onc(C)c2Cl)c1Cl	-0.6%	-23.9
Cc1cc(N2CCCC2)nc2ccc(NC(=S)NC(C)C)cc12	3.1%	.
CCN(CC)CCOC(=O)CCc1cccc2ccccc12	4.3%	1.1
O=C(Nc1ccc(N2CCN(C(=O)c3cccs3)CC2)cc1)c1cccnc1Cl	4.3%	15.4
CC(C)CN(CC(C)C)C(=O)Nc1ccccc1F	?	.
C=CCn1c(SCC(=O)NCc2ccc3c(c2)OCO3)nc2scc(-c3ccc(F)cc3)c2c1=O	?	.

# (cont.)
SMILES	S3 lipid droplet	S3 lipid droplet cell count max
CN(C)S(=O)(=O)c1ccc(NC(=S)NC(=O)c2ccc(Br)o2)cc1	-7.1%	3.1
Cc1cc(C)n(-c2nnc(C)n2NS(=O)(=O)c2ccc(F)cc2)n1	?	.
CC(C)N1CCN(Cc2cnc(N3CCCC3)s2)CC1CCO (stereo not given)	6.9%	18.8
O=C1CC(NS(=O)(=O)c2cccs2)CN1c1ccc(F)cc1 (stereo not given)	28.2%	6.6
CCOc1ccc(CCNC(=O)CSc2ncn[nH]2)cc1OCC	?	.
COC(=O)CCCC1=CC2=C(c3ccccc3)C(=O)C(C)(OC(=O)C3CCCC3)C(=O)C2=CN1Cc1ccco1 (stereo not given)	-2.0%	-0.3
CCOc1ccc(NC(=O)CN(C)C(=O)Cc2ccsc2)cc1OCC	?	.
Clc1ccccc1CNCc1ccncc1	1.5%	-5.9
O=C(NCCc1cccc(Cl)c1)c1cc([N+](=O)[O-])ccc1Cl	8.5%	5.2
COc1ccc(NC(=O)C2CCCN(S(=O)(=O)c3c(C)n[nH]c3C)C2)c(OC)c1 (stereo not given)	?	.
COCCN(CCOC)C(=O)c1sc2nc(-c3ccccc3)cn2c1C	i	.
C=CCn1c(-c2cccc(Cl)c2)n[nH]c1=S	?	.
COc1ccc(OC(=O)c2cc3ccccc3o2)cc1	-12.1%	-9.1
COc1ccc2cc(C(C)C(=O)NC3CCC(O)CC3)ccc2c1 (stereo not given)	?	.
CCN(CC)S(=O)(=O)c1ccc(-c2nnc(SCC(=O)N3c4ccccc4CC3C)o2)cc1 (stereo not given)	9.4%	1.3
CN(C)c1ccc(/C=c2/sc3n(c2=O)NC2(c4ccccc4)N(C)C(=O)N(C)C2(c2ccccc2)N=3)cc1 (stereo not given)	-1.0%	-0.6
O=C(COC(=O)c1cccs1)NCC1CCCO1 (stereo not given)	-1.3%	3.8
O=C(O)CCNC1C=CS(=O)(=O)C1 (stereo not given)	8.2%	.
O=C(CCn1c(=O)oc2ccccc21)Nc1cccc(Cl)c1	?	.
CN1CCN(CCCNC(=O)c2ccc(CS(=O)(=O)c3ccc(Br)cc3)o2)CC1	?	.
COc1cccc(NC(=S)N2CCn3cccc3C2c2cccnc2)c1 (stereo not given)	?	.
CCCc1cc(=O)[nH]c(SCC)n1	?	.
O=C(NC(NC(=S)N1CCOCC1)C(Cl)(Cl)Cl)c1cccc2ccccc12 (stereo not given)	?	.
COC(=O)CSc1ncnc2scc(-c3ccccc3)c12	?	.
CCOC(=O)CNc1nc(OCC#N)nc(N2CCOCC2)n1	4.5%	-12.8
Cc1[nH]c2ccccc2c1C(=O)CCl	?	.
COCCN(CCOC)C(=O)C12CCC(C)(C(=O)C1)C2(C)C (stereo not given)	?	.
CC(C)(C)OC(=O)N[C@@H](CCCCNC(=O)OCc1ccccc1)c1nnc([C@H](CCCCNC(=O)OCc2ccccc2)NC(=O)OC(C)(C)C)o1	-36.4%	-3.8
Cc1ccc(S(=O)(=O)NC(CC(C)C)C(=O)NCC(C)(C)N2CCOCC2)cc1 (stereo not given)	25.4%	.
COc1ccc(-c2n[nH]c(C(F)(F)F)c2-c2cc3ccccc3o2)c(O)c1	?	.
Clc1ccc(-n2ncc3c(N4CCCC4)ncnc32)cc1	4.9%	6.8
Cc1ccccc1CSc1nc2c(c(=O)[nH]1)CCC2	10.1%	-2.1
COc1ccc(N2CCN(Cc3cc(=O)oc4ccc(Cl)cc34)CC2)cc1	?	.
CCC(=O)NCCc1cc2cc(C)c(C)cc2[nH]c1=O	11.5%	8.8
Cc1n[nH]c(=O)nc1NCc1ccccc1Cl	0.1%	-12.9
CCOc1cc(/C=C/C(=O)O)ccc1OCCO	i	.
Cc1ccc(O)c(C(CC(=O)NC2CCCCC2)c2ccccc2)c1 (stereo not given)	4.9%	-5.7
N#CCCN(Cc1ccccc1)S(=O)(=O)c1cccs1	-17.4%	.
O=C(N/N=C/c1c(O)n(-c2ccccc2Cl)c(=O)c2ccccc12)C1COc2ccccc2O1 (stereo not given)	?	.
Cc1cc(C(=O)COc2ccc(Cl)cc2Br)c(C)n1C	?	.
CC(C)OCCCNC(=O)c1ccccc1Oc1ccccc1	?	.
O=C1N/C(=N\N=C\c2cccs2)SC1Cc1ccc(Cl)cc1 (stereo not given)	-21.9%	.
Cc1ccc(-n2ccc(=O)c(-c3ccnc(SCc4cccc(Cl)c4)n3)n2)cc1	?	.
Cc1cccc(Nc2ccc(C(=O)O)cc2[N+](=O)[O-])c1C	?	.
Nc1c(NC(=O)CC[n+]2ccccc2)cccc1[N+](=O)[O-]	-23.3%	4.0
CCCC(=O)NCc1cc(-c2nn(C)c(=O)c3ccccc23)ccc1OC	11.6%	17.6
CCN(CC)S(=O)(=O)c1cccc(C(=O)Nc2ccc(Cl)cn2)c1	i	-1.2
Cc1ccc2[nH]c(=O)c(CN(Cc3cccs3)Cc3nnnn3CC3CCCO3)cc2c1 (stereo not given)	?	.
C=CCN(CC(=O)O)S(=O)(=O)c1ccccc1C(F)(F)F	-9.3%	1.8
COc1ccc(/C=C/C(=O)N(CC(C)C)CC(C)C)cc1Br	?	.

# Four records drawn at random from the list so far:
SMILES	S3 lipid droplet	S3 lipid droplet cell count max
O=C(COc1ccccc1Cl)NNC(=O)Cn1[nH]c(=O)c2ccccc2c1=O	?	.
O=C(NC(NC(=S)N1CCOCC1)C(Cl)(Cl)Cl)c1cccc2ccccc12 (stereo not given)	?	.
CN(C)c1ccc(C(=O)NCc2ccc3c(c2)CCO3)cc1	-4.3%	3.4
COc1ccc(OCc2cc(C(=O)N3CCSCC3)no2)c(Cl)c1	i[0.369 µM]	-20.9

# Other entries:
SMILES	S3 lipid droplet	S3 lipid droplet cell count max
Cc1cc(-c2ccccc2C(=O)NCc2ccccc2)on1	?	.
COc1ccc(N2CC(C(=O)Nc3nnc(SCc4ccccn4)s3)CC2=O)cc1 (stereo not given)	12.7%	4.7
CCOC(=O)/C(=C/c1ccc(OC)cc1)NC(=O)c1ccco1	?	.
COc1ccccc1N1CCN(C(=O)C(OC(C)=O)c2ccccc2)CC1 (stereo not given)	i	1.8
CCN(CC)C(=O)Oc1ccc2c(=O)c(-c3ccc(OC)cc3)coc2c1	?	.
COc1ccc(N(C(=O)c2csnn2)C(C(=O)NC2CCCC2)c2ccccc2)cc1 (stereo not given)	?	.
COc1ccccc1CNC(=O)C(C)n1nc(C)n2c(cc3occc32)c1=O (stereo not given)	i	-14.7
O=C(c1cccc(C(=O)N(c2ccccn2)C2CCCCC2)c1)N(c1ccccn1)C1CCCCC1	20.9%	.
COc1ccc(C)cc1NC(=O)CN1C(=O)COc2ccc(S(=O)(=O)N3CCCCC3)cc21	?	.
COc1ccc(CNC(=O)CSc2nc3cccnc3s2)cc1	5.8%	.
CCCCC(O)(CCCC)C(=O)N/N=C(\C)c1ccc(Cl)cc1	?	.
Cc1ccc(S(=O)(=O)N2CCN(C(=O)CCc3c[nH]c4ccccc34)CC2)cc1	26.2%	-1.1
CSc1nnc(N2C(=O)C(O)=C(C(=O)c3ccc(C)o3)C2c2ccc(C)cc2)s1 (stereo not given)	?	.
O=C(OCc1nc2ccsc2c(=O)[nH]1)c1cc(Br)c(Br)s1	?	.
Cc1csc(NC(=O)c2cncc(Br)c2)n1	-13.2%[9.22 µM]	-9.4
CCCCn1c(N)c(N(CC)C(=O)CCNC(=O)NC23CC4CC(CC(C4)C2)C3)c(=O)[nH]c1=O	-1.8%	4.3
CC(=Nc1ccccc1)Nc1ccccc1	-12.8%	-14.3
CCOC(=O)C1=C(C)NC(=S)NC1c1ccc(OCC(=O)N2CCCCC2)cc1 (stereo not given)	?	.
CCCCCC/C=C/c1ccc(OC)c([C@H]2[C@H]3C=CC[C@@H](C)[C@@H]3C(=O)N2Cc2ccccc2)c1	-8.9%	-11.0

# An excerpt (hit frequency here may not be typical).
